LYPLA2 inh = blocks human lysophospholipase 2, a PME1 counter-screen; O95372; recombinant LYPLA2, FP-Rh probe fluorescence polarization; inhibition, % at 5.9 µM; 0.38% of 320,000 active; AID 2177;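 active means inhibition above the screen-wide mean plus 3 SD, limit set per campaign, cut at about 26% in these data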;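 further: 0% = LYPLA2 with DMSO and 100% = wells lacking LYPLA2 enzyme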
PAFAH1B3 inh = PAFAH1B3 (human) inhibition | inhibition, % at 3.39 µM | recombinant PAFAH1B3, FP-rhodamine probe, fluorescence polarization | 0.28% of 340,000 active | AID 492972;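 active means inhibition above the screen-wide average of all tested compounds plus 3 SD, cut at about 25% in these data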;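 further: 0% = enzyme with DMSO only and 100% = wells lacking PAFAH1B3 protein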
PAFAH1B2 FP inh = PAFAH1B2 (human) inhibition; 1.2% of 340,000 active; inhibition, % at 3.39 µM; recombinant PAFAH1B2, FP-rhodamine activity probe, fluorescence polarization; AID 492953; P68402;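 active means inhibition above the mean of all tested compounds plus 3 SD, cut at about 24% in these data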;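 further: 0% = enzyme with DMSO and 100% = wells lacking PAFAH1B2; many of its hits are not listed in these tables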
Target sequence (P68402 whole entry, looked up): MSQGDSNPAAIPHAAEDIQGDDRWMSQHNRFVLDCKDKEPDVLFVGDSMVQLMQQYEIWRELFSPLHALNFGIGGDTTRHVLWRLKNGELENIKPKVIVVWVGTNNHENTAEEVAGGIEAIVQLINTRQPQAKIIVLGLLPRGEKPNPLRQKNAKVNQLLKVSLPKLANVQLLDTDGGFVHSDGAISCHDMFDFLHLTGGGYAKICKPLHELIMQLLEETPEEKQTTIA
GSTO1 inh = blocks human GSTO1 in RBBP9 counter-screen; recombinant GSTO1, activity-based probe fluorescence polarization; inhibition, % at 5.96 µM; 1.1% of 300,000 active;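 active means inhibition above the campaign mean inhibition plus 3 SD, cut at about 35% in these data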;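 further: 0% = GSTO1-1 with DMSO and 100% = wells lacking GSTO1-1 enzyme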
Target sequence (P78417 whole entry, looked up): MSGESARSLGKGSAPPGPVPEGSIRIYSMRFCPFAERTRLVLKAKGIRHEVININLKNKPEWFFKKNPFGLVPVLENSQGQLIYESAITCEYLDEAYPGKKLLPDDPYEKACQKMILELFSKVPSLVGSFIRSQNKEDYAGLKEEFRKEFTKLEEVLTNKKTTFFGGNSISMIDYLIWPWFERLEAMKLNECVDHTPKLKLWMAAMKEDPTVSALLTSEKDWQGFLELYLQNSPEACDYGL
PME-1 inh = blocks human protein phosphatase methylesterase 1; Q9Y570; recombinant PME-1, FP-Rh probe fluorescence polarization; inhibition, % at 5.9 µM; 0.53% of 320,000 active; AID 2130;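 active means inhibition above the campaign mean of all compounds plus 3 SD, cut at about 26% in these data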;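 further: competitive labeling of PME-1 active site by serine hydrolase directed probe; 0% = PME-1 with DMSO and 100% = wells lacking PME-1 enzyme; inhibitors block probe labeling so polarization falls and inhibition rises; many of its hits are not listed in these tables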
PAFAH2 inh = inhibitors of human PAFAH2. recombinant PAFAH2, FP-rhodamine activity probe, fluorescence polarization. inhibition, % at 3.39 µM. 0.99% of 340,000 active;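 active means inhibition above the mean over all tested compounds plus 3 SD, cut at about 30% in these data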;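 further: inhibitors block probe labeling of enzyme so polarization drops; 0% = enzyme with DMSO and 100% = wells lacking PAFAH2 protein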
PAD4 inh = PAD4 (human) enzyme inhibition | 0.41% of 330,000 active | Q9UM07 | recombinant PAD4, RCA probe fluorescence polarization | AID 485272 | inhibition, % at 6.36 µM;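 active means percent inhibition above a cutoff equal to the mean of all tested compounds plus 3 SD, cut at about 15% in these data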;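 further: 0% = PAD4 with RCA probe and DMSO and 100% = probe without PAD4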
pPAFAH inh = inhibitors of human plasma PAF acetylhydrolase (pPAFAH) | 1.5% of 330,000 active | recombinant pPAFAH, FP-rhodamine probe fluorescence polarization | inhibition, % at 3.39 µM | Q13093;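 active means inhibition above the mean inhibition across the screen plus 3 SD, cut at about 25% in these data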;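 further: inhibitors block binding of the rhodamine activity-based probe so polarization drops; 0% = enzyme with DMSO and 100% = wells lacking pPAFAH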
Target sequence (Q13093 whole entry, looked up): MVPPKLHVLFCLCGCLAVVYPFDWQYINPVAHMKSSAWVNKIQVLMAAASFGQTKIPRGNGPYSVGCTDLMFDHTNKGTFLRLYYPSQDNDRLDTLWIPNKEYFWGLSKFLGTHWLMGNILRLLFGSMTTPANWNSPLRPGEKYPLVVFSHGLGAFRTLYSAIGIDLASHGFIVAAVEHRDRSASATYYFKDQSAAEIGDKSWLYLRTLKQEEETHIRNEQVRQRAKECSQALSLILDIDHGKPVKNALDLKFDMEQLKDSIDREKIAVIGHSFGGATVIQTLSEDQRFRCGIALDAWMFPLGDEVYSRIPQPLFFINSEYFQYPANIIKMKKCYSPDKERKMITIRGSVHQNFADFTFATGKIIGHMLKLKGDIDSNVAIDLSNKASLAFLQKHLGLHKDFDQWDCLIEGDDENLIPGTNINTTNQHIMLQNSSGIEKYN
LYPLA1 inh = blocks human lysophospholipase 1, a PME1 counter-screen; recombinant LYPLA1, FP-Rh probe fluorescence polarization; inhibition, % at 5.9 µM; 0.16% of 320,000 active; AID 2174;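 active means inhibition above the mean of all tested compounds plus 3 SD, set per campaign, cut at about 14% in these data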;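 further: inhibitors block serine hydrolase probe labeling of LYPLA1 so polarization falls; 0% = enzyme with DMSO and 100% = wells lacking LYPLA1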
The depositor's hits bear a star; nt = no result given. Some of the compounds tested; rates above refer to the full screens.

SMILES | LYPLA2 inh | PAFAH1B3 inh | PAFAH1B2 FP inh | GSTO1 inh | PME-1 inh | PAFAH2 inh | PAD4 inh | pPAFAH inh | LYPLA1 inh
COc1ccc(Cl)cc1NC(=O)CN1C(=O)CC(C)S(=O)(=O)c2ccccc21 (stereo not given) | 6 | 7 | 12 | 5 | 2 | 4 | 1 | 6 | 8
CNC1(c2nnnn2-c2ccccc2C)CCOC(C)(C)C1 (stereo not given) | 2 | 1 | 3 | -3 | -7 | -2 | 4 | 2 | -1
O=C(N/N=C/c1ccco1)c1cccc(S(=O)(=O)Nc2ccccc2Cl)c1 | 1 | 9 | -5 | 10 | -1 | 6 | -5 | 12 | -6
CC1=NOC(=O)/C1=C\c1ccccc1 | 0 | -2 | 6 | -2 | 7 | 3 | -2 | 6 | 1
C/C(CC(=O)Nc1ccc(F)cc1)=N\NC(=O)c1ccccn1 | 0 | 3 | 2 | -2 | 0 | 0 | 2 | 3 | -1
Cn1c(SCC(=O)Nc2cccc(F)c2)nc2c([nH]c3ccccc32)c1=O | 0 | 15 | -4 | 5 | -1 | 0 | 5 | -6 | -2
Cc1ccc2nc(N(CCCN(C)C)C(=O)c3ccc(S(=O)(=O)N4CCOCC4)cc3)sc2c1 | 6 | 2 | 2 | 8 | 2 | -2 | 4 | 1 | 2
CCOc1cc(/C=C(/C#N)c2nc3ccccc3[nH]2)ccc1Oc1ccc([N+](=O)[O-])cn1 | -24 | -15 | -9 | -4 | -17 | -22 | -2 | 3 | -11
COc1cccc(C2=NOC(C(=O)NCc3ccccn3)C2)c1 (stereo not given) | 2 | 7 | 4 | -1 | 3 | 3 | 0 | -1 | 0
CCCCS(=O)(=O)N1CCCC(C(=O)Oc2ccc(Cl)cc2)C1 (stereo not given) | 7 | 11 | 3 | 7 | 2 | -3 | 5 | -2 | 3
Cc1ccc2cc(CCNC(=O)c3cccc([N+](=O)[O-])c3)c(=O)[nH]c2c1C | 5 | 3 | 5 | -8 | 3 | 6 | -4 | 2 | -4
O=C(CSc1nnc2ccccn12)NNC(=O)c1ccc([N+](=O)[O-])cc1 | 4 | 1 | 5 | -5 | -6 | 9 | -4 | -6 | 0
Cc1ccc(S(=O)(=O)/N=C/c2ccco2)cc1 | -1 | 4 | 4 | -5 | -4 | 6 | 3 | -4 | -1
CC(C)NC(=O)c1ccc(CS(=O)(=O)c2ccc(Br)cc2)o1 | -7 | 4 | 7 | 1 | -1 | -2 | 0 | -4 | -2
O=C(NCc1ccccn1)C(=O)C1C(=O)Nc2ccccc21 (stereo not given) | -3 | 1 | 3 | -2 | -3 | 7 | 2 | 1 | -5
COc1ccc(C2=NOC(C(=O)NCCN3CCOCC3)C2)cc1 (stereo not given) | 0 | 6 | 0 | 9 | -4 | -5 | 0 | 4 | -1
O=C(NN1C(=O)C2C(C1=O)C1C=CC2C12CC2)c1cccnc1 (stereo not given) | 6 | -5 | 4 | 4 | 1 | -1 | -2 | 0 | -1
Cc1ccc(C(=O)N(CC#N)CC#N)cc1C | -5 | 2 | 1 | 5 | 1 | 3 | -2 | 0 | -3
CSc1nnc(NC(=O)c2ccc3c(c2)OCO3)s1 | 9 | 2 | 4 | -2 | 1 | 5 | 0 | 6 | 1
CC(C)CNC(=O)COC(=O)c1c2c(nc3ccccc13)/C(=C/c1cccs1)CC2 | -7 | 1 | -1 | -10 | -11 | 3 | -4 | 11 | -10
COc1ccc([C@@H]2[C@@H]3C(=O)N(C(C)(C)C)C(=O)[C@@H]3[C@]3(Cc4ccccc4)C(=O)N(c4cccc(C)c4)C(=O)N23)cc1 | -6 | 5 | 6 | -2 | -2 | 2 | -1 | 4 | -1
CC1CN(S(=O)(=O)c2ccc(C(=O)NN3CCN(C)CC3)cc2)CC(C)O1 (stereo not given) | 4 | 12 | 1 | 3 | 2 | 4 | -6 | -4 | -2
O=C(NC1(C(F)(F)F)NC(=O)N(c2ccc(F)c(Cl)c2)C1=O)c1ccncc1 (stereo not given) | 0 | 4 | 0 | -1 | 0 | -7 | 1 | 3 | 0
Cc1ccccc1N/N=C/c1ccc(N2CCOCC2)cc1 | 3 | 6 | 0 | 10 | 3 | 8 | -2 | 4 | 2
Nc1c(C(=O)Nc2nccs2)sc2nc(-c3cccs3)cc(C(F)(F)F)c12 | -17 | 1 | -2 | -12 | 5 | 4 | -11 | 14 | -4
CCNC(=O)CSc1nnc(-c2ccccc2)n1-c1ccc(OCC)cc1 | 2 | 3 | -1 | -1 | 2 | -2 | -2 | 5 | 1
CCN(CC)S(=O)(=O)c1cc(NC(=O)c2ccc(-n3cncn3)c([N+](=O)[O-])c2)ccc1C | -2 | 1 | 1 | -2 | 5 | -10 | -1 | 7 | -5
C=C(C)COc1ccc(-c2n[nH]c(C)c2-c2ccccc2OC)c(O)c1 | -3 | 4 | 2 | 2 | 4 | 3 | -1 | 26* | -1
COc1ccc(C2c3c(-c4ccccc4O)n[nH]c3C(=O)N2CCc2ccc(OC)c(OC)c2)cc1 (stereo not given) | -10 | 2 | -4 | -3 | -1 | -9 | -8 | 3 | -6
CC(OC(=O)/C=C/c1cccs1)C(=O)NC1CCCCC1C (stereo not given) | -4 | 3 | 5 | 3 | 3 | -2 | -5 | -4 | 0
Cc1cc2occ(CC(=O)Nc3nccs3)c2cc1C(C)C | -6 | 3 | -1 | 11 | -4 | 1 | 0 | -7 | -1
CC(C)NC(=O)CCCOc1ccc(Cl)cc1Cl | -4 | 15 | 8 | -8 | -5 | 7 | -6 | 7 | -5
O=C(NCC1(N2CCOCC2)CCCCC1)c1ccc(Cl)c(S(=O)(=O)NCc2ccco2)c1 | -1 | 6 | 5 | 1 | -12 | -5 | -2 | -4 | 1
c1csc(CNCc2ccncc2)c1 | 12 | -7 | 4 | 10 | 2 | 1 | 0 | 4 | 0
CCCCn1c(=O)c(CCC(=O)OCC(=O)Nc2cc(Cl)ccc2OC)nc2ccccc21 | -2 | 5 | 4 | -3 | -7 | 3 | -2 | 6 | 0
COc1ccccc1N(CC(=O)Nc1ccccc1)S(=O)(=O)c1cccs1 | 0 | 2 | 0 | nt | 4 | 2 | 3 | 0 | -2

Records above that bear a hit mark in pPAFAH inh.
Molecule	PAFAH1B3 inh	PAFAH1B2 FP inh	PME-1 inh	PAFAH2 inh	PAD4 inh	pPAFAH inh
C=C(C)COc1ccc(-c2n[nH]c(C)c2-c2ccccc2OC)c(O)c1	4	2	4	3	-1	26*

Additional compounds
SMILES | LYPLA2 inh | PAFAH1B3 inh | PAFAH1B2 FP inh | GSTO1 inh | PME-1 inh | PAFAH2 inh | PAD4 inh | pPAFAH inh | LYPLA1 inh
O=C(NCC1CCCO1)c1ccc(COc2ccccc2Br)cc1 (stereo not given) | -5 | 11 | 4 | -2 | 4 | -1 | -4 | 4 | -4
COCCCNC(=O)CN(c1cccc(Cl)c1C)S(C)(=O)=O | 8 | 7 | 6 | 2 | 4 | 1 | 1 | -1 | 1
COc1cccc(C2CC(c3ccccc3)Nc3nc(N)nn32)c1 (stereo not given) | 0 | 2 | 5 | 2 | -4 | -4 | 3 | -8 | 1
Cn1c(=O)c2c(nc(NCC3CCCO3)n2Cc2cccc(Br)c2)n(C)c1=O (stereo not given) | 2 | 4 | -2 | 0 | 2 | 0 | 4 | 1 | -2
CN1CCCN(CC(O)COCc2cccs2)CC1 (stereo not given) | 6 | 2 | 4 | 13 | -13 | 5 | 3 | -2 | 0
Cc1cccc(NC(=O)CCS(=O)(=O)c2ccc3c(c2)oc(=O)n3C)c1 | 1 | -7 | -9 | 7 | 2 | -5 | 2 | 7 | 2
O=C(Cc1cccs1)NCc1cccc(F)c1 | 2 | 4 | 4 | 5 | -9 | -3 | -9 | -4 | -2
Cc1c(C(=O)N2C[C@@H](C)O[C@@H](C)C2)oc2c(F)cccc12 | 8 | 2 | 1 | 9 | 2 | 1 | -1 | 4 | 5
Cc1cccc(Nc2ncnc3nc[nH]c23)c1C | -3 | -10 | -1 | 1 | -1 | -12 | 0 | -5 | 2
CCCCN=C(NNc1ccc(Br)cc1)C(=O)OCC | -5 | 11 | 3 | 2 | 6 | -7 | -4 | -1 | -4
COC(=O)CCS(=O)(=O)c1ccc(Cl)c(Cl)c1 | -2 | nt | nt | 6 | 4 | nt | -3 | 6 | 6
CC(C)(C)c1ccc(/C=C/C(=O)NCCCN2CCOCC2)cc1 | -1 | 4 | 8 | 4 | -4 | 1 | -4 | 3 | -4
CCOC(=O)c1cnc2sc3c(n2c1=O)CCCC3 | 1 | 0 | 1 | 10 | -12 | -4 | -2 | -2 | -2
CSc1ccccc1NC(=O)CN(C1CCCCC1)S(C)(=O)=O | 6 | 11 | 3 | -1 | 5 | -5 | -2 | 1 | 3
Cc1c(C(=O)NCCc2ccc(S(N)(=O)=O)cc2)cccc1[N+](=O)[O-] | -6 | 3 | -4 | 2 | -5 | -6 | 0 | -3 | -4
COc1ccc(NC(=O)CN(C)C(=O)c2ccc(COc3ccccc3)cc2)cc1 | 5 | 12 | 4 | nt | -5 | -1 | -5 | 7 | 0
CC1CCN(C(=O)c2[nH]cnc2C(=O)NCc2ccccc2)CC1 | 8 | 13 | 1 | nt | -2 | -2 | -4 | 1 | 0
COc1ccc2oc(C(=O)OCC(=O)N3C(C)CCCC3C)c(C)c2c1 (stereo not given) | 10 | -7 | -1 | 3 | 4 | -4 | -2 | -7 | 1
COC(=O)N1[C@H](Cc2ccccc2)C=C[C@]1(C)C(=O)O | -2 | 9 | -1 | 4 | 1 | -17 | -5 | -1 | 0
Cc1csc2ncc(C(=O)N(Cc3ccccc3)c3ccccn3)c(=O)n12 | 9 | 2 | 5 | 3 | 2 | -9 | 2 | 4 | 2
CCOC(=O)C(NC(C)=O)(Nc1ccc(S(=O)(=O)Nc2ncccn2)cc1)C(F)(F)F (stereo not given) | -4 | 7 | 9 | 0 | -2 | 3 | -2 | 0 | -4
Cc1ccccc1NC(=O)Cc1nc(COC(=O)c2ccc(C(F)(F)F)cc2)cs1 | 4 | 6 | -4 | nt | -11 | -6 | 2 | 0 | -4
Cc1ccsc1/C=C(/C#N)C(=O)NCc1ccccc1 | -5 | 1 | 2 | -1 | -3 | 3 | -1 | 0 | -3
COc1cc(OC)c(NC(=O)c2cncn2-c2ccc(F)cc2)cc1Cl | 10 | 5 | 3 | -4 | 1 | 4 | -4 | -3 | 4
CC1(O)C(=O)C=C2C=C(c3ccsc3)OC=C2C1=O (stereo not given) | 10 | nt | nt | 46* | 2 | nt | 1 | 42* | 1
COc1ccc(S(=O)(=O)N2CCCC(C(=O)NCc3ccc(F)cc3)C2)cc1 (stereo not given) | 3 | 5 | 8 | 6 | 0 | -1 | -3 | 1 | 6
CNC(=O)c1ccsc1NC(=O)CS(=O)(=O)c1ccccc1 | -4 | 1 | 1 | -1 | -4 | 10 | 2 | 3 | 1
CCOC(=O)c1c(NC(=O)CSc2nnc(-c3ccncc3)n2Cc2ccco2)sc(C)c1C | 1 | 16 | 2 | 7 | -2 | 4 | -5 | 1 | -2
CC(C)NC(=O)CSc1nc2ccccc2n1CC(=O)N1CCc2ccccc21 | -2 | 2 | 4 | -5 | 5 | 1 | 4 | 5 | -1
COc1ccc(N/C=C/C(=O)c2ccccc2)cc1 | -5 | -3 | 6 | -2 | -2 | -2 | -1 | 10 | -1

Assay outcomes (PubChem BioAssay)
